Screening data deposited in PubChem BioAssay by Broad Institute.
NSD2 inh: blocks human histone methyltransferase NSD2 | 310,000 compounds, 0.54% hits | AID 743445 | inhibition, % at 12.5 µM | NSD2 peptide methylation, AlphaScreen, 120 min | O96028; in the data active = inhibition above about 50%
An asterisk follows results filed as active.

The first 4 entries, to show the layout:
mol | NSD2 inh
NC(CCc1ccccc1)c1csc(NC(=O)Nc2cccc(Cl)c2)n1 (stereo not drawn) | 17
O=C(Nc1ccccc1C(=O)Nc1ccc(F)cc1)c1ccccc1F | 0
CC1CCCCC1NC(=O)CSc1nnc(C(F)(F)F)n1C (stereo not drawn) | 3
Cc1ccc(C(NC(=O)C2CCN(Cc3ccc(Cl)c(Cl)c3)CC2)c2ccccn2)cc1 (stereo not drawn) | 8

The listing, from the start:
mol | NSD2 inh
NC(CCc1ccccc1)c1csc(NC(=O)Nc2cccc(Cl)c2)n1 (stereo not drawn) | 17
O=C(Nc1ccccc1C(=O)Nc1ccc(F)cc1)c1ccccc1F | 0
CC1CCCCC1NC(=O)CSc1nnc(C(F)(F)F)n1C (stereo not drawn) | 3
Cc1ccc(C(NC(=O)C2CCN(Cc3ccc(Cl)c(Cl)c3)CC2)c2ccccn2)cc1 (stereo not drawn) | 8
CCCNC(=O)C1(C)CCN(C(=O)c2cc(F)ccc2C)C1 (stereo not drawn) | 10
COC(=O)c1ccc(-c2nc(CN3CCN(C(=O)c4ccco4)CC3)c(C)o2)cc1 | -2
Nn1c(SCc2ccc([N+](=O)[O-])cc2)nnc1-c1cc(-c2ccccc2)n[nH]1 | 12
COc1ccc(NC(=O)c2cc(C3CCCCN3C(=O)c3ccc(C#N)cc3)on2)c(C)c1 (stereo not drawn) | -1
O=C(CCNC(=O)c1ccccc1Cl)Nc1ccc2c(c1)OCCO2 | 8
N#CC(CC(=O)OCc1ccccc1)NC(=O)OCc1ccccc1 (stereo not drawn) | -1
CCCC(=O)N1CCC1(C)C(=O)NS(=O)(=O)c1ccc(C#N)cc1 (stereo not drawn) | -2
CCc1nc2c(OCc3ccc(C(=O)OC)cc3)cccn2c1N(C)C(=O)c1ccc(C)cc1 | 1
O=C(CSc1nnc(-c2c[nH]c3ccccc23)n1C1CC1)NC1CCS(=O)(=O)C1 (stereo not drawn) | -5
COc1ccc(C(C(=O)N(C)C2CCCC2)N(Cc2ccc(F)cc2)C(=O)c2csc(-c3ccccc3)n2)cc1OC (stereo not drawn) | -1
NCc1csc(Nc2cc(Oc3ccccc3)ncn2)n1 | 6
COc1ccc(N2CCN(CCCNC(=O)COc3ccc(F)cc3)CC2)cc1 | 1
CN(C)S(=O)(=O)c1cccc(C(=O)N/N=C\c2ccco2)c1 | 3
O=C(Cn1cnc2ccccc2c1=O)N1CCN(C(=O)C2CCCO2)CC1 (stereo not drawn) | -9
OC[C@@H]1CN(Cc2ccco2)C[C@H](n2cnc3c(NC4CCCC4)ncnc32)O1 | 0
CCOc1ccccc1C(=O)Nc1ccc(C(=O)NCC2COc3ccccc3O2)cc1 (stereo not drawn) | 0

Part of the list above in another layout.
> COc1ccc(C(C(=O)N(C)C2CCCC2)N(Cc2ccc(F)cc2)C(=O)c2csc(-c3ccccc3)n2)cc1OC (stereo not drawn)
  NSD2 inh: -1

> NCc1csc(Nc2cc(Oc3ccccc3)ncn2)n1
  NSD2 inh: 6

> COc1ccc(N2CCN(CCCNC(=O)COc3ccc(F)cc3)CC2)cc1
  NSD2 inh: 1

> CN(C)S(=O)(=O)c1cccc(C(=O)N/N=C\c2ccco2)c1
  NSD2 inh: 3

(further entries)
mol | NSD2 inh
CC1(C(=O)NS(=O)(=O)c2cccc(OC(F)F)c2)CCN1C(=O)Cc1ccccc1 (stereo not drawn) | -4
COc1cccc(-c2cnc3c(NC(C)=O)cc(-c4ccc(OC)c(OC)c4)cn23)c1 | 4
CC(=O)Nc1cccc(-c2cc(NC(C)=O)c3ncc(-c4ccc(C(C)=O)cc4)n3c2)c1 | 0
NC(Cc1ccc(F)cc1)c1csc(Nc2ccc(S(N)(=O)=O)cc2)n1 (stereo not drawn) | 11
CC(C)(C)c1ccc(C(O)c2ncc(-c3ccccc3F)[nH]2)cc1 (stereo not drawn) | 2
OCCCNc1ncnc2c1ncn2[C@H]1CN(C2CCCC2)C[C@@H](CO)O1 | 0
CC(C)c1ccccc1NC(=O)Nc1nnc([C@H]2C[C@H](O)[C@@H](CO)O2)s1 | 38
COc1ccccc1N1CCN(C2CCCN(C(=O)c3cc(C(C)C)on3)C2)CC1 (stereo not drawn) | -2
CC1(C(=O)NS(=O)(=O)c2cccs2)CCN1C(=O)CCc1ccc(Cl)cc1Cl (stereo not drawn) | -5
Cc1nn(-c2ccccc2)c(C)c1/C=N\NC(=O)CSc1nc2ccccc2n1Cc1ccc(Cl)cc1 | -4
O=C(NCCc1ccccc1F)C1C(=O)Nc2ccccc2C(=O)N1C1CCCCC1 (stereo not drawn) | -2
Cc1cnc(CNC(=O)c2csc(COCCO)n2)cn1 | -2
CC1(C(=O)Nc2ccc3c(c2)OCO3)CCN1C(=O)Cc1ccc(-c2ccccc2)cc1 (stereo not drawn) | -1
COc1ccc(CN(CCN2CCOCC2)C(=O)c2ccccc2C)cc1OC | 2
O=C(Nc1nnc([C@H]2C[C@H](O)[C@@H](CO)O2)s1)c1ccc(Oc2ccccc2)cc1 | 7
COC(=O)[C@]12CCCCC=C1N(Cc1ccc3c(c1)OCO3)C(=O)[C@H](CC(=O)N1CCCC1)C2 | 0
CC1(C(=O)O)CCC2(C)CCC3(C)C(=CC(=O)C4C5(C)CCC(=O)C(C)(C)C5CCC43C)C2C1 (stereo not drawn) | 1
CC(O)(c1ccccc1)c1nc(-c2ccc(F)c(Cl)c2)cs1 (stereo not drawn) | 19
Cc1noc(C)c1CSCC(=O)OCC(=O)Nc1ccc(OC(F)(F)F)cc1 | -1
CCOC(=O)C1(C)CCN1C(=O)c1cccs1 (stereo not drawn) | -2
COc1ccc(-c2csc(C(O)c3ccc(F)c(OC)c3)n2)cc1 (stereo not drawn) | 2
CCC(CC)C(=O)N(C)c1c(C)nc2c(OCCC3CCCCC3)cccn12 | 1
COc1ccc(C(=O)NNC(=O)Cn2nc(C)cc2C)cc1S(=O)(=O)N1CCOCC1 | -1
CCc1c(O)nc(SCC(=O)Nc2c(C)cccc2C)n(-c2ccc(F)cc2)c1=O | -1
CCCNC(=O)C1(C)CCCN(Cc2cccc(C#N)c2)C1 (stereo not drawn) | -1
COC(=O)CCC(=O)N1CCC(Oc2cccc(C(=O)NCc3ccccn3)c2)CC1 | 6
O=C(C(=Cc1ccc(F)cc1)C(=O)c1ccccc1)c1ccccc1 | 2
NC(Cc1ccc(C(F)(F)F)cc1)c1csc(NC(=O)NCCc2ccccc2)n1 (stereo not drawn) | 0
Cc1csc(CN(C)C(=O)CC2C(=O)NCCN2Cc2ccccc2C)n1 (stereo not drawn) | 1
O=C(c1ccc(CNS(=O)(=O)c2ccc(F)cc2)cc1)N1CCCCCC1 | -3
COc1ccc(-c2csc(C(O)c3ccc(F)cc3)n2)cc1OC (stereo not drawn) | 28
N#CCCN(C(=O)Nc1ccc(Cl)c(Cl)c1)C1CCCCC1 | 2
CNc1ccccc1C(=O)OCC(=O)N1CCc2ccccc2C1 | -4
OC[C@@H]1CN(Cc2ccc3c(c2)OCO3)C[C@H](n2cnc3c(NC4CCC4)ncnc32)O1 | 0
CCOC(=O)Nc1cc(OC)cc2ccc(C)nc12 | 1
COc1cc(/C=C/c2nc3ccccc3c(=O)[nH]2)ccc1O | -1
CCCNC(=O)C1(C)CCCN(Cc2ccccc2Cl)C1 (stereo not drawn) | -2
COC(=O)c1cnc(NC(=O)C2(C)CCCN(C(C)=O)C2)s1 (stereo not drawn) | 2
O=C(Nc1cccc2ccccc12)c1ccc2sc([C@@H]3O[C@H](CO)[C@H](O)[C@H](O)[C@H]3O)nc2c1 | 0
CC(C)C(=O)N1CCCC1(C)C(=O)Nc1ccc2c(c1)OCO2 (stereo not drawn) | 3

3 compounds already listed, arranged by their value in NSD2 inh, descending:
mol | NSD2 inh
CC(C)C(=O)N1CCCC1(C)C(=O)Nc1ccc2c(c1)OCO2 (stereo not drawn) | 3
N#CCCN(C(=O)Nc1ccc(Cl)c(Cl)c1)C1CCCCC1 | 2
CCOC(=O)Nc1cc(OC)cc2ccc(C)nc12 | 1

(listing goes on)
mol | NSD2 inh
Cc1c(C#N)c2n(c1C)CCCC(=O)N2 | 0
Cc1cc(C)cc(-n2nnc3ccccc3c2=O)c1 | -3
CC(=O)Nc1ccc(-c2ccnc3c2CC(C(=O)Nc2cccc(C(F)(F)F)c2)O3)cc1 (stereo not drawn) | -1
CCC(C)c1ccc(O)c(NC(=S)NC(=O)c2cccs2)c1 (stereo not drawn) | 0
CCOC(=O)C1(C)CCN1C(=O)c1ccc(C)cc1 (stereo not drawn) | -1
CCOc1ccccc1C(=O)NC(C(=O)OCn1nnc2ccccc2c1=O)C(C)C (stereo not drawn) | -2
CC(C)(C)c1ccc(C(=O)N2CCOC23CCCCC3)cc1 | -7
O=C(COC(=O)Cc1ccc(Br)cc1)NCc1ccccc1 | 2
COC(=O)c1cccc(-n2c(C)cc(/C=C3\SC(=O)NC3=O)c2C)c1 | 22
O=C(CN(c1ccccc1Cl)S(=O)(=O)c1ccccc1)NC1CC2CCC1C2 (stereo not drawn) | -2
Cc1cc(C(=O)Nc2ccc(Cl)c(Cl)c2)n(-c2ccccc2)n1 | -3
O=C(CSC1CCc2ccccc21)NNC(=O)Nc1ccc(Cl)cc1 (stereo not drawn) | 0
O=C(NCC1CCN(C(=O)C(=O)c2cccs2)CC1)c1ccc2c(c1)CCO2 | 10
COc1ccc(NC(=O)C2(C)CCN2Cc2ccc(OC(F)(F)F)cc2)cc1OC (stereo not drawn) | -1
CCOc1ccccc1C(=O)NCC(=O)N(C)CC(=O)Nc1ccc(N2CCOCC2)cc1 | 1
CC(C)(C)c1ccc(CC(=O)N2CCC2(C)C(=O)NS(=O)(=O)c2cccc(OC(F)F)c2)cc1 (stereo not drawn) | 5
O=C(O)c1ccc(CN2C[C@@H](CO)O[C@@H](n3cnc4c(N5CCOCC5)ncnc43)C2)cc1 | -3
CCOC(=O)Cc1nc(N2CCN(CCN)CC2)c2c(C)c(C(=O)OCC)sc2n1 | 3
COc1cc(OC)c(C(=O)c2ccccc2[N+](=O)[O-])c(OC)c1 | -3
COc1cccc(-c2nc(CN3CCN(C(=O)c4ccco4)CC3)c(C)o2)c1OC | -1
CCn1c(Cc2cccs2)nnc1SCC(=O)c1ccc(Cl)cc1 | 1
CCc1nc2c(OCc3ccc(F)c(F)c3)cccn2c1N(C)C(=O)C(C)C | 0
CCOc1ccccc1-c1cncc(NC)n1 | -7
Cc1ccc(S(=O)(=O)N2CC3=C(c4ccccc4)CC4(C)C(=O)C(C)(C)CC4=C3C2)cc1 (stereo not drawn) | 31
C/C(C=NNC(=O)CSc1nnc(-c2ccc(Cl)cc2)n1-c1ccc(C)cc1)=C\c1ccccc1 | -5
CSc1ccc(CN2CCC(C)(Oc3cnc(Cl)c4ccccc34)C2)cc1 (stereo not drawn) | 3
Cc1ccc(-n2c(SCC(=O)c3ccc(F)cc3)nnc2-c2cnccn2)cc1 | -3
COCCNC(=O)C1(C)CCCN(Cc2noc(-c3ccccc3OC)n2)C1 (stereo not drawn) | -1
CC(=O)NCCNc1nc2cc(-c3ccccc3CO)sc2c(=O)n1C | 11
CN(C(=O)CCn1nnc(-c2cccs2)n1)C1CCCCC1 | -6
Cc1ccc(NC(=O)COC(=O)Cc2c[nH]c3ccccc23)cc1 | 0
COCCNC(=O)C1CCCN(C(=O)c2cc(-c3cccs3)oc2C)CC1 (stereo not drawn) | 1
CCCCC(=O)N(C)c1c(CC)nc2c(OCCC)cccn12 | 1
CC(C)NC(=O)C1(C)CCCCN1Cc1cccc(C(F)(F)F)c1 (stereo not drawn) | 1
COc1ccc(Cl)c(-c2cc(C(=O)Nc3ccccc3)[nH]n2)c1 | 5
Cn1c(=O)c2cc(NC(=O)CCc3ccc(O)cc3)ccc2n1Cc1cccc(C(F)(F)F)c1 | -5
CC(=O)c1cccc(-c2ccnc3c2CC(C(=O)NCc2ccc(N4CCN(C)CC4)cc2)O3)c1 (stereo not drawn) | 19
COc1ccccc1N(CC(=O)N1CCN(Cc2ccccc2)CC1)S(=O)(=O)c1ccccc1 | 3
O=C1Nc2cc(C(=O)N3CCOCC3)ccc2S/C1=C/c1ccccc1F | 1
O=C(Nc1ccc(C(O)c2ccccc2)cc1)[C@@H]1O[C@H](CO)[C@@H](O)[C@H]1O (stereo partly drawn) | -1
S=C1NCCN1c1ccc(Cl)cc1 | -12
COCC1CCN(Cc2c(C(=O)N3CCOCC3)nc3c(C)cccn23)C1 (stereo not drawn) | -7
CCOCCCn1c(=N)c(C(=O)Nc2cc(C)on2)cc2c(=O)n3ccccc3nc21 | -1
COc1ccc(CN(C(C)=O)c2cc(C)c([N+](=O)[O-])cc2OC)cc1OC | 0
O=C(CSc1ccccn1)NC1CCCc2c1cnn2-c1ccccc1F (stereo not drawn) | -2
O=C(NCc1cc(Cl)cc(Cl)c1)c1ccc2sc([C@@H]3O[C@H](CO)[C@H](O)[C@H](O)[C@H]3O)nc2c1 | -3
CC1(C(=O)NS(=O)(=O)c2ccccc2Cl)CCN1C(=O)c1ccco1 (stereo not drawn) | -2
COC(=O)[C@]12CCCCC=C1N(CCc1ccc(OC)c(OC)c1)C(=O)[C@H](CC(=O)N1CCCC1)C2 | -2
COc1ccc(NC(=O)c2cc(C3CCCCN3S(=O)(=O)Cc3ccccc3)on2)cn1 (stereo not drawn) | -1
O=C(O)c1ccc(C=NNC(=O)c2cc(-c3ccc(Cl)cc3)n[nH]2)cc1 | -1
Cc1cccnc1C(NC(=O)C1CCN(Cc2ccc(Oc3ccccc3)cc2)CC1)c1ccc(F)cc1 (stereo not drawn) | -6
O=C1CCCC2=C1C1(CCCC1)N=C(Nc1nc3cc(Br)ccc3o1)N2 | 0
COC(=O)[C@]12C[C@H](CC(=O)N3CCN(C(=O)c4ccco4)CC3)C(=O)N(CCC3=CCCCC3)C1=C[C@H](COCc1ccccc1)O[C@@H]2C | 0

These rows are one share of the data, so the mix of outcomes need not match the whole.
